aSyn rescue: qHTS of alpha-syn Inhibitors; 0.14% of 370,000 active; AID 652106, 2013; Potency, µM (top dose mostly 46.1 µM), for inactives: top-dose growth rescue (activation), hits mostly activators; Yeast expressing alpha-synuclein, growth rescue, BacTiter-Glo, 24 h; also: potency is read from the fitted curve at half-maximal effect; % of control where 0% means no effect; nearly all actives have a fitted effect of over 65% in size
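Screening used galactose-induced yeast with toxic alpha-synuclein levels, exposed to compound for 24 hr at 30 deg C. Cell growth, read with BacTiter-Glo luminescence, gave the measured signal.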
Abeta yeast res: qHTS for compounds that reverse cellular toxicity of Amyloid beta (A-beta) peptide in yeast: Primary Screen; yeast expressing A-beta42, growth rescue, OD600, 48 h; response scale: 0% DMSO, 100% iron-clioquinol control; Potency, µM (top dose mostly 46.1 µM), for inactives: top-dose growth rescue, most hits filed as activators; 0.063% of 410,000 active; AID 1347071, 2019; also: potency is read from the fitted curve at half-maximal effect; nearly all actives have a fitted effect of over 55% in size
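Yeast A-beta toxicity model in growth medium with pinned compounds, 48 h at 30 C; growth read as absorbance at 600 nm. Normalized to FeCl3/clioquinol equimolar mix (positive) and DMSO (negative).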
D3 ag: qHTS of D3 Dopamine Receptor Agonist: qHTS; D3R DiscoveRx beta-arrestin cells, luminescence, 90 min; D(3) dopamine receptor (Homo sapiens), P35462; 0.58% of 410,000 active; max activation, %; AID 652048, 2013; in the data active = max activation above about 30%; also: 0% is about no effect; mostly tested at two doses, the higher about 12 µM
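Agonist-mode cell screen: cells plated at 1500/well and incubated overnight at 37 °C, then exposed to library compounds for 90 min at 37 °C. Detection reagent was added for 30–60 min at room temperature, and luminescence was read.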
EPAC2 antagonist: qHTS for Antagonist of cAMP-regulated guanine nucleotide exchange factor 2 (EPAC2): primary screen. 0.18% of 360,000 active. EPAC2 GEF exchange of Rap1B-BODIPY-GDP, fluorescence. Potency, µM (titrated, usually from 114 µM), inactives show top-dose activity, negative = inhibition, most hits filed as inhibitors; also: potency is read from the fitted curve at half-maximal effect; % is scaled to controls: 0 for no effect and ±100 for the full control effect; nearly all actives have a fitted effect of over 45% in size; many of its hits are not listed in these tables
FUS yeast rescue: qHTS for Suppressors of FUS Proteinopathy: Primary screen using FUS-linked yeast assay; Potency, µM (titrated, usually from 76.6 µM), for inactives: at the top dose growth rescue (activation), actives largely listed as activators; 0.24% of 390,000 active; S. cerevisiae FUS-expressing, growth rescue, OD600, 24 h; AID 1347120, 2019;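 also: potency is read from the fitted curve at half-maximal effect; plate controls were DMSO vehicle for no effect and reference control for full effect; nearly all actives have a fitted effect of over 55% in size; some results filed as inactive show a strong effect at the top dose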
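Yeast expressing FUS under galactose induction, OD 0.005 in 2% galactose medium; compounds in a dilution series, 24 h at 30C. Growth rescue by absorbance at 600 nm; CP55940 positive control, DMSO negative.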
EPAC2 ag: qHTS for Agonist of cAMP-regulated guanine nucleotide exchange factor 4 (EPAC2): primary screen; EPAC2 activation, biochemical qHTS; response scale: 100% = 6.5 mM cAMP response; Potency, µM (top dose mostly 154 µM), for the others: at the top dose activation, actives largely listed as activators; 0.079% of 360,000 active; Rap guanine nucleotide exchange factor 4 (Homo sapiens), Q8WZA2; also: potency is read from the fitted curve at half-maximal effect; nearly all actives have a fitted effect of over 50% in size
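Guanine nucleotide exchange by EPAC2 is measured as reduced fluorescence of BODIPY-GDP once it is released from 250 nM Rap1B. Plates are read kinetically for 30 min at room temperature; results are scaled to 6.5 mM cAMP.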
TDP43 rescue: qHTS of TDP-43 Inhibitors; TDP-43 expressing yeast growth rescue, BacTiter-Glo, 24 h; 1.8% of 410,000 active; AID 652104, 2013; Potency, µM (top dose mostly 46.1 µM), without a hit: at the highest dose growth rescue (activation), usual class: activators; also: potency is read from the fitted curve at half-maximal effect; % of control where 0% means no effect; nearly all actives have a fitted effect of over 50% in size
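Luminescence from BacTiter-Glo reports growth of TDP-43-expressing yeast after 24 hr at 30 deg C with compound. Cells were raffinose-pregrown to mid-log, then seeded in galactose medium at OD600=0.02.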
D3 antag: qHTS of D3 Dopamine Receptor Antagonist: qHTS | D3R cells, DiscoveRx beta-arrestin luminescence, antagonist mode; active compounds read low | max response, negative = inhibition, % | 2.5% of 360,000 active; in the data active = max response below about -50%; inconclusive = no clear call, values can overlap the other calls; also: % is scaled to controls: 0 for no effect and ±100 for the full control effect; mostly tested at two doses, the higher about 12 µM
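Cells plated overnight at 1500 cells/well, then exposed to library compounds with dopamine controls for 90 minutes at 37 degrees C. DiscoveRx reagent added for 30–60 minutes at room temperature; luminescence read, quantitative HTS format.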
* marks the source's active call; other numbers are inactive results; ? = inconclusive; nt = no result given; & = joins results of further samples; [ ] = remark or other dose. Unless noted, calls follow the shape of the dose curve; as a rule, active = well fitted curve in the direction sought with a large enough effect; inconclusive = small, poorly fitted or top-dose-only effect, or another doubt; inactive = no such curve, though single readings can be large; an effect the other way counts as inactive or inconclusive.

SMILES	aSyn rescue	Abeta yeast res	D3 ag	EPAC2 antagonist	FUS yeast rescue	EPAC2 ag	TDP43 rescue	D3 antag
O=C(O)CCCn1cc(NC(=O)COc2ccccc2[N+](=O)[O-])cn1	-2%	-15%	-6	-7%	7%	7%	-9%	-14
CCc1ccc(NC(=O)C2=CC=CN3CCS(=O)(=O)N=C23)cc1	-8%	6%	6	-17%	-13%	8%	2%	1
CSc1nsc(SC)c1NC(=O)N1CCCC1	1%	7%	1	-6%	13%	11%	-6%	9
O=C(COC(=O)c1cc[n+]([O-])cc1)Nc1ccc(Br)cc1	2%	7%	-6	3%	9%	10%	22%	22
CC(O)CN1CC(O)=C(c2nc3ccccc3s2)C1=N (stereo unspecified)	-2%	9%	6	-5%	26%	-1%	nt	-7
Cc1cc(C)cc(N(CC(=O)N2CCN(c3ccccc3)CC2)S(=O)(=O)c2c(C)noc2C)c1	1%	26%	7	-12%	43%	11%	6%	8
NNC(=O)c1ccncc1	2%	-10%	0&-11	-16%	-14%	1%	22%	3
CC(=O)N(CCP(=O)(c1ccccc1)c1ccccc1)Cc1ccco1	-1%	0%[9.22 µM]	-11	12%	-13%	4%	-2%	32
CC12CC3(C)CC(C)(C1)CC(C(=O)NC1=NCCS1)(C2)C3	-25%	-88%[inhibitor]	0	2%	14%	1%	-74%[inhibitor]	6
Cc1sc2nc(SCC(=O)NCc3ccco3)[nH]c(=O)c2c1C	4%	-2%	-2	2%	-5%	5%	?	-11
Cc1ccc(S(=O)(=O)N2CCC(C(=O)NC3CCCCCC3)CC2)cc1	-1%	-19%	5	-1%	0%	3%	13%	-11
CCN1CCN(C(c2cccc(OC)c2)c2sc3nc(C)nn3c2O)CC1 (stereo unspecified)	1%	23%	3	-4%	nt	5%	7%	-2
CCOC(=O)Cc1csc(NC(=O)CSc2nnc(-c3ccc(C)cc3)o2)n1	2%	2%	21	0%	11%	11%	-4%	-14
CC(=O)c1cccc(-c2ccc3c(=O)[nH]c(Nc4ccccc4)cc3c2)c1	-6%	-13%	31*	5%	?	8%	22%	0
COc1ccc(CC(=O)O/N=C(\N)c2ccc(OC)cc2)cc1	11%	3%	4	5%	-4%	16%	18µM*	5
COc1cc(NC(=S)NCCN2CCOCC2)cc(OC)c1OC	-9%	25µM*	-13	21%	2%	7%	-13%	-8
Cc1ccc(S(=O)(=O)C(CNC(=O)c2c(F)cccc2F)c2ccco2)cc1 (stereo unspecified)	nt	-6%	23	nt	-2%	nt	15%	nt
CSCc1cc(N(C)C)nc(SCc2ccc(Cl)cc2Cl)n1	-25%	42%	-14	-3%	29%	13%	26%	12
Cc1ccnc(N2CCN(C(=O)CSc3nc4ccccc4nc3N3CCCCC3)CC2)c1	5%	-23%	4	9%	18%	6%	-4%	3
Cc1ccc(-c2noc(CSc3nnc(C)n3-c3ccc(C)cc3)n2)cc1	nt	-20%	3	nt	?	nt	0%	nt
CC(C)C(C(=O)Nc1nccs1)c1ccc(Cl)cc1 (stereo unspecified)	10%	-11%	-3	?	7%	-8%	-2%	-10
CCOc1ccc(N=Cc2ccc([N+](=O)[O-])cc2)c(O)c1	-1%	-51%[inhibitor]	-7	-9%	-5%	7%	?	-17
Cc1cc(C)c(Cn2c(=O)n(CCCC(=O)NCc3ccco3)c(=O)c3ccccc32)c(C)c1	1%	-13%	-2	25%	3%	0%	-18%	32
Cc1cccc(OCC(O)Cn2c(=N)n(CCN3CCCCC3)c3ccccc32)c1 (stereo unspecified)	5%	7%&7%	-24&-9	-6%	19%&7%	7%	3%&20%	20

2 compounds drawn at random from those above:
SMILES	aSyn rescue	Abeta yeast res	D3 ag	EPAC2 antagonist	FUS yeast rescue	EPAC2 ag	TDP43 rescue	D3 antag
Cc1ccnc(N2CCN(C(=O)CSc3nc4ccccc4nc3N3CCCCC3)CC2)c1	5%	-23%	4	9%	18%	6%	-4%	3
Cc1ccc(-c2noc(CSc3nnc(C)n3-c3ccc(C)cc3)n2)cc1	nt	-20%	3	nt	?	nt	0%	nt

(more compounds)
SMILES	aSyn rescue	Abeta yeast res	D3 ag	EPAC2 antagonist	FUS yeast rescue	EPAC2 ag	TDP43 rescue	D3 antag
C[C@@H](CN1CCC(Cc2ccccc2)CC1)[C@@H](O)c1ccc(O)cc1	4%&1%	-23%	0	2%	-31%	6%	-12%	-12
O=C1c2ccccc2NC(c2ccc(-c3ccccc3F)o2)N1O (stereo unspecified)	nt	-7%	nt	6%	-26%	1%	nt	nt
COC(=O)[C@@]12CCCCN1[C@H](c1ccc(-c3cc(C(C)=O)cs3)c(OC)c1)[C@H]1C(=O)N(C)C(=O)[C@H]12	1%	1%	14	3%	2%	16%	2%	51
Cc1cc(/C=N/n2cnnc2)c(C)n1-c1ccc2ncccc2c1	9%	-13%	2	2%	45%	-1%	2%	-15
COc1ccc(S(=O)(=O)N2CCN(C/C=C/c3ccccc3)CC2)cc1F	16%	31%	-23	-3%	2%	15%	-6%	5
Cc1ccnc(NCc2cc(Cl)ccc2O)c1	-1%	4%	-4	4%	-14%	13%	0%	-23
OCC1(CCc2ccccc2)CCN(Cc2cc(Cl)ccc2O)CC1	7%	-7%	-14	1%	20%	14%	7%	-23
CCOc1ccc(N(CC(=O)O)S(=O)(=O)c2ccc(F)cc2)cc1	4%	3%	-2	-4%	-4%	-12%	0%	-2
O=C(NCc1ccccn1)c1nn(-c2ccccc2F)nc1CO	nt	11%	2	nt	8%	nt	17%	nt
Cc1onc(-c2ccccc2)c1C(=O)NCc1ccco1	-2%	1%	-1	-5%	0%	11%	-1%	12
Cc1cc(=O)n2nc(N3CCCC(C(=O)NCCc4ccccc4)C3)sc2n1 (stereo unspecified)	-1%	-17%	-6	-5%	5%	-2%	-14%	-11
O=C(COC(=O)c1ccc([N+](=O)[O-])o1)Nc1ccc(N2CCOCC2)cc1	-21%	-80%[inhibitor]	-3	2%	23%	7%	?	2
O=C(Nc1ccc2nc3n(c(=O)c2c1)CCCCC3)C(=O)N1CCN(c2ccc(F)cc2)CC1	-6%	2%	3	-4%	?	8%	-18%	-15
Cn1c(=O)c2c(nc(SCCN3CCCCC3)n2Cc2ccc(Cl)cc2)n(C)c1=O	-1%	1%	1	-2%	6%	9%	-5%	-51*
NC(=O)c1nc(C(=O)N2CCN(c3ccccc3)CC2)c2ccccc2n1	6%	8%	12	1%	-20%	7%	4%	2
Cc1nc2nc[nH]n2c(=O)c1CCOC(=O)c1c(F)cccc1F	-2%	-6%	1	-5%	7%	-5%	18%[9.22 µM]	1
CCC(C(=O)Nc1cccc(Cl)c1C)n1nc(-c2ccc(C)cc2)ccc1=O (stereo unspecified)	nt	-7%	-6	nt	12%	nt	19%	nt
Cc1ccc(-c2ccc([C@H]3[C@H]4C=CC[C@@H](C)[C@@H]4C(=O)N3Cc3ccccc3)c(F)c2)cc1	24%	1%	2	3%	13%	6%	3%	-28
ON=C1c2ccccc2-c2ccc(F)cc21	12%	-26%	2	-1%	nt	4%	?	5
COc1cc(CNn2cn[nH]c2=S)cc(Cl)c1OCc1ccc(F)cc1	0%	-2%	-15	8%	nt	3%	?	-6
c1ccc2c(N3CCOCC3)nc(-c3ccncc3)nc2c1	14%	-3%	4	-2%	-6%	15%	-1%	6
Nc1c(C(=O)CSc2ccccn2)c(=O)[nH]c(=O)n1C1CC1	-2%	22%	-5	5%	-15%	10%	11%	-12
CCOC(=O)C1(CCCc2ccccc2)CCN(CCCn2cccn2)CC1	-4%	0%	-1	-5%	-21%	0%	-4%	?
CCCn1c(C(C)NC(=O)c2ccccc2)n[nH]c1=S (stereo unspecified)	-12%	-7%	-13	-2%	18%	10%	0%	-21
COc1ccc(NC(=O)c2oc3ccccc3c2NC(=O)C23CC4CC(CC(C4)C2)C3)cc1	nt	0%	-20	nt	-7%	nt	-18%	nt
COC(=O)c1ccc(N2CCN(C)CC2)c(NC(=O)COc2ccc(C)cc2)c1	-6%	-4%	-5	10%	-12%	8%	7%	-18
COc1ccc(NS(=O)(=O)c2coc(C(N)=O)c2)cc1Cl	-1%	1%	1	13%	-13%	5%	3%	17
O=[N+]([O-])c1cc(Cl)ccc1N1CCN(c2ccccc2O)CC1	0%	22%	15	-28%	9%	25%	?	1
Cc1ccc(F)cc1NC(=O)Cn1c(=O)nc(-c2ccccc2F)c2cc(Cl)ccc21	nt	-12%	-1	nt	-14%	nt	19%	nt
O=C(N/N=C/c1cccc(Cl)c1)C(c1ccncc1)N1CCOCC1 (stereo unspecified)	1%	12%	-4	-1%	7%	2%	-1%	8
Cc1[nH]nc(-c2ccc(O)cc2O)c1-c1nc2ccccc2s1	3%	7%	-1	-18%	21%	-6%	8%	-2
Cc1onc(-c2ccccc2Cl)c1C(=O)Nc1sc2c(c1C(N)=O)CCC(C)C2 (stereo unspecified)	24%	29%	-3	-15%	?	14%	22%	-23
CCCCCCn1c(SCC(=O)NC2CCS(=O)(=O)C2)nc2ccccc2c1=O (stereo unspecified)	3%	8%	-1	3%	-34%	8%	26%	9
C=CCNC(=O)C1CCN(c2ccc(S(=O)(=O)N3CCOCC3)cc2Cl)CC1	3%	0%	-1	6%	4%	5%	21%[9.22 µM]	0
COCCN(C(=O)COC(=O)Cc1cccc(OC)c1)c1c(N)n(Cc2ccccc2)c(=O)[nH]c1=O	-2%	-16%	-4	-17%	9%	7%	-2%	0
Cc1ccc(OCC(=O)N/N=C/c2cn(C)c3ccccc23)cc1	15%	11%	-6	4%	-22%	-5%	19%	11
COc1ccc(S(=O)(=O)N2CCN(c3nc(-c4cccnc4)nc4ccccc34)CC2)cc1	11%	-2%	-6	4%	?	3%	21%	0
O=C(c1ccc(F)cc1)N1CCC(C(=O)N2CCN(S(=O)(=O)c3ccccc3Br)CC2)CC1	-1%	5%	12	4%	6%	7%	-25%	6

Of the compounds above, 2 have a COOH group:
SMILES	aSyn rescue	Abeta yeast res	D3 ag	EPAC2 antagonist	FUS yeast rescue	EPAC2 ag	TDP43 rescue	D3 antag
O=C(O)CCCn1cc(NC(=O)COc2ccccc2[N+](=O)[O-])cn1	-2%	-15%	-6	-7%	7%	7%	-9%	-14
CCOc1ccc(N(CC(=O)O)S(=O)(=O)c2ccc(F)cc2)cc1	4%	3%	-2	-4%	-4%	-12%	0%	-2

Screens: PubChem, National Center for Advancing Translational Sciences (NCATS)

Not all compounds are listed; count on the stated rates, not on these rows.
